# Compound activity: PubChem, several laboratories
# TCR CD3 inh: blocks the human TCR-CD3 interaction | TAMRA-labeled TCR probe fluorescence, biochemical | inhibition, % at 9.4 µM | hit rate 0.37% among 360,000 | AID 651800; in the data active means inhibition above about 19%;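 further: recombinant mutant TCR 2C K166C tagged with TAMRA read by polarization; 0% = receptor in buffer alone and 100% = receptor with positive control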
# ABHD4 inh: inhibits mouse alpha/beta hydrolase domain 4; Q8VD66; hit rate 0.54% among 370,000; AID 720543; inhibition, % at 8.92 µM; purified mABHD4, FP-Rh probe fluorescence polarization;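 active means inhibition exceeding the mean over every tested compound plus 3 SD, cut at about 30% in these data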;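 further: 0% = plate median of compound wells and 100% = S159A mutant with DMSO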
#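 Test system: mouse ABHD4 enzyme, wild type. Reagent: FP-Rh fluorescent activity-based probe, added after compound pre-incubation. Timing: pre-incubation 45 min, probe exposure 60 min, at 25 °C. Technique: FP readout, ex 525 nm / em 598 nm. Benchmarks: high control S159A mutant with DMSO, low control median of compound wells.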
# MBD2 inh: blocks human MBD2 binding to methylated DNA. Q9UBB5. TR-FRET, MBD2 binding to methylated oligonucleotide. inhibition, % at 4.4 µM. hit rate 0.31% among 370,000. AID 686964; in the data active means inhibition above about 13%
# PG9 binder: binds the HIV-1 gp120 antibody PG9 | AID 624416 | TR-FRET gp120-PG9 antibody binding | hit rate 0.43% among 360,000 | inhibition, % at 6.7 µM; in the data active means inhibition above about 8.5%
# PRMT1 FP inh: inhibitors of human PRMT1; Q99873; recombinant PRMT1, activity-based probe fluorescence polarization; inhibition, % at 2.79 µM; hit rate 1.3% among 370,000;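 active means inhibition above about 21% made by adding two undisclosed values, limit read from the data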
# rCAG RNA binder: binds r(CAG) RNA repeats. r(CAG) RNA repeat, TO-PRO-1 dye displacement fluorescence. inhibition, % at 3 µM. hit rate 1.3% among 370,000;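 active means inhibition above the plate cutoff, the mean of all test compounds on that plate plus 3 SD, cut at about 35% in these data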;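 further: 0% = DMSO alone and 100% = 100 µM mitoxantrone as full dye displacement; higher means more dye released from RNA so lower well fluorescence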
# UHRF1 binding: UHRF1 methyl-DNA binding inhibition | inhibition, % at 4.4 µM | Q96T88 | UHRF1 binding to methylated oligo, TR-FRET | hit rate 0.75% among 370,000; in the data active means inhibition above about 21%;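 further: UHRF1 SRA domain binding a hemimethylated CpG hairpin DNA probe; 0% = median of test compound wells and 100% = reference inhibitor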
# Target sequence (Q96T88 whole entry, looked up, the tested form may be a part): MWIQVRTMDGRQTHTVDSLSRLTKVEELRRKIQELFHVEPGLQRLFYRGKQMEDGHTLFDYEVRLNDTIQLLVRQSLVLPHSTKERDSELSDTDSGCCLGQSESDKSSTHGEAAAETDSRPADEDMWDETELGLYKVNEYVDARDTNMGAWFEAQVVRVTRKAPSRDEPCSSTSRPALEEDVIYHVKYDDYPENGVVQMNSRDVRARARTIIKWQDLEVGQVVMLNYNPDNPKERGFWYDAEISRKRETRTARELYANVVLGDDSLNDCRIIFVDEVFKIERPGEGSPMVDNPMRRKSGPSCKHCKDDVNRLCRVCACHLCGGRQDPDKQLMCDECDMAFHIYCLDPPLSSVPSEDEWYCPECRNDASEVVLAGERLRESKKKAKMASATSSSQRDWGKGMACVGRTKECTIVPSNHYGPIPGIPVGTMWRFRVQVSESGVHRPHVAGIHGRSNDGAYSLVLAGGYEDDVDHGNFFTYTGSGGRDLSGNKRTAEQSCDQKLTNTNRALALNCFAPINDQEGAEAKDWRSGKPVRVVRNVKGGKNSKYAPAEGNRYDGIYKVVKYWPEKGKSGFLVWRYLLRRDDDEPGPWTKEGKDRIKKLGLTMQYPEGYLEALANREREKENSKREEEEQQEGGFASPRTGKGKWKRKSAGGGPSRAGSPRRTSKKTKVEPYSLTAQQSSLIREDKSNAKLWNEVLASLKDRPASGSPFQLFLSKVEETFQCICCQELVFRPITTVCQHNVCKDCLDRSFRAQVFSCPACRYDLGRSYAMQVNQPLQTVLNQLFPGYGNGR
# NR1D1 modulator: modulates human Rev-erb alpha binding to DNA | P20393 | Rev-erbα–FITC-DNA binding, fluorescence polarization, 90 min | activity, % at 10 µM | hit rate 0.79% among 370,000 | AID 1259318;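 active means activity above about 14%, limit read from the data; passing the limit was not always enough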;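 further: 0% = DMSO wells with 35 nM protein and 100% = DMSO wells with 750 nM protein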
# LEDGF integ inh: blocks HIV-1 LEDGF/p75-dependent DNA integration; TR-FRET IN-LEDGF/p75 DNA integration, Eu/Cy5; inhibition, % at 3.7 µM; hit rate 0.64% among 370,000; AID 743269;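 active means inhibition above the screen-wide mean plus 3 SD, cut at about 13% in these data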;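 further: signal is the Cy5 over europium emission ratio at 671 and 618 nm; 0% = plate median of compound wells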
# HTRA1 inhibitor: inhibitors of human serine peptidase HTRA1; Q92743; recombinant HTRA1, FP-rhodamine activity-based probe, fluorescence polarization; inhibition, % at 5.96 µM; hit rate 0.5% among 340,000; AID 504803; in the data active means inhibition above about 36%;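 further: 0% = enzyme with DMSO and 100% = wells lacking enzyme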
# Starred values were filed as active, the others as inactive; x = no result given.
SMILES,TCR CD3 inh,ABHD4 inh,MBD2 inh,PG9 binder,PRMT1 FP inh,rCAG RNA binder,UHRF1 binding,NR1D1 modulator,LEDGF integ inh,HTRA1 inhibitor
CCOc1ccc(-c2nc(CN(Cc3ccccc3)C[C@@H]3CCC(=O)N3)c(C)o2)cc1,5,-8,4,0.0,3,0,8,3,-5,-30
O=C(CCc1ccccc1)NC1(Cc2ccccc2)CCN(CCc2cccs2)C1=O (stereo not drawn),5,5,-8,0.1,2,-8,5,-1,-1,-13
O=C(NCCOc1ccccc1Cl)c1ncn[nH]1,5,-2,-1,-0.8,-1,-1,0,-5,0,1
O=C(O)C1(P(=O)(c2ccccc2)c2ccccc2)CCC1,7,0,2,-0.6,1,4,-2,1,0,8
CCN(C(=O)CSc1ccc2ccccc2n1)C1CCS(=O)(=O)C1 (stereo not drawn),3,3,1,0.0,1,-5,3,1,-4,-1
O=C(c1ccc(Br)cc1)c1coc2ccc(O)cc12,3,-2,-3,-0.7,-2,7,-5,0,4,-13
CN(C)C(=O)N1CCC(C(=O)N2CCCC(C(=O)c3ccc(C(C)(C)C)cc3)C2)CC1 (stereo not drawn),0,-4,-7,-1.6,-3,-8,4,0,5,8
CC(C)(C)OC(=O)CC(S(=O)(=O)c1ccccc1)S(=O)(=O)c1ccccc1,3,4,4,0.3,11,2,-1,1,2,-4
CN(C(=O)NC1CC(=O)N(c2ccc3c(c2)OCCO3)C1)c1ccccc1 (stereo not drawn),5,0,3,0.9,5,-3,2,-3,-1,-2
O=C(c1ccc(-n2cncn2)c([N+](=O)[O-])c1)N1CCN(S(=O)(=O)c2ccccc2Br)CC1,-4,-1,-1,1.5,-2,-2,1,-2,-1,0
COc1ccc(NC(=O)c2ccc(-c3nn(C)c(=O)c4ccccc34)cc2)cc1C(N)=O,-9,11,1,1.1,6,-1,0,-3,-4,0
COc1cccc(CN(C)C(=O)C23CC4CC(CC(NC(C)=O)(C4)C2)C3)c1OC,6,-2,-3,-0.9,-1,-7,-1,1,-2,3
COC(=O)C1C(=O)C(C(=O)c2ccccc2)C(=O)CC1(C)C (stereo not drawn),7,-1,1,-1.3,0,1,-1,-5,-1,4
NNC(=S)Nc1ccc(S(=O)(=O)N2CCCCC2)cc1,2,0,3,0.9,-3,14,0,-2,3,-27
CCCCN(C(=O)C1CCC1)c1c(N)n(CC(C)C)c(=O)[nH]c1=O,-1,6,1,-1.1,-4,0,0,-1,3,3

# Three compounds from above, showing only PG9 binder, UHRF1 binding and MBD2 inh.
compound | PG9 binder | UHRF1 binding | MBD2 inh
O=C(c1ccc(-n2cncn2)c([N+](=O)[O-])c1)N1CCN(S(=O)(=O)c2ccccc2Br)CC1 | 1.5 | 1 | -1
COc1ccc(NC(=O)c2ccc(-c3nn(C)c(=O)c4ccccc34)cc2)cc1C(N)=O | 1.1 | 0 | 1
COc1cccc(CN(C)C(=O)C23CC4CC(CC(NC(C)=O)(C4)C2)C3)c1OC | -0.9 | -1 | -3

# The listing picks up; the 2 compounds before the break are reprinted first.
SMILES,TCR CD3 inh,ABHD4 inh,MBD2 inh,PG9 binder,PRMT1 FP inh,rCAG RNA binder,UHRF1 binding,NR1D1 modulator,LEDGF integ inh,HTRA1 inhibitor
NNC(=S)Nc1ccc(S(=O)(=O)N2CCCCC2)cc1,2,0,3,0.9,-3,14,0,-2,3,-27
CCCCN(C(=O)C1CCC1)c1c(N)n(CC(C)C)c(=O)[nH]c1=O,-1,6,1,-1.1,-4,0,0,-1,3,3
C[C@H]1CN([C@@H](C)CO)C(=O)c2cc(C#CC3(O)CCCC3)cnc2O[C@H]1CN(C)C(=O)C1CC1,-2,3,4,-0.5,2,0,-1,-7,-1,6
COc1cccc(-c2oc3c(c2C#CC2(N)CCCCC2)C(O)CCC3)c1 (stereo not drawn),4,7,-3,1.9,-7,8,1,-5,7,x
N=c1c(C(=O)NCCc2ccccc2)cc2c(=O)n3ccccc3nc2n1Cc1ccco1,-4,-4,-2,0.1,3,20,-4,-28,17*,-19
CC(=O)Nc1cccc(C(=O)N2CCN(Cc3ccccc3)CC2)c1,4,0,3,1.2,-2,-5,0,0,-1,0
CC1CCN(C(=O)/C(=C\c2cccs2)NC(=O)c2ccccc2)CC1,-5,0,-2,-0.3,3,-6,0,-7,-2,-11
OCCNc1nc(Nc2ccccc2OC(F)(F)F)nc(N2CCCC2)n1,-2,1,2,-0.5,3,-5,-5,-1,0,-4
COCc1c(C(=O)OCC(=O)NCCc2ccc(S(N)(=O)=O)cc2)oc2ccccc12,-3,-4,4,0.7,-1,5,-1,1,-6,0
CCCCCCCCN1C(=O)[C@H](CC(=O)NCCc2ccccc2OC)C[C@@]2(C(=O)OCC)CCCC=C12,1,-3,-1,0.4,-7,6,-2,3,3,x
COc1ccc(Cl)cc1NC(=S)NNC(=O)CC(C)C,-2,-4,5,0.7,2,3,0,2,-1,12
Cc1cc(C)cc(OCC(O)CN2CC(C)OC(C)C2)c1 (stereo not drawn),-7,3,0,-2.1,-1,-7,-2,5,0,8
COC(=O)CCC(=O)Nc1c(C)n(C)n(-c2ccccc2)c1=O,2,2,-3,0.0,-2,-2,0,7,-2,-2
CC1(C(=O)Nc2ccc3nc[nH]c3c2)CCN1C(=O)CCc1ccccc1 (stereo not drawn),7,1,3,0.1,0,2,-1,-7,-2,x
CC(C)CCn1nnnc1C(c1ccccc1)N1CCN(C)CC1 (stereo not drawn),-1,4,0,-0.9,-4,-7,-1,3,2,-1
CN(Cc1c(C(=O)N/N=C/c2ccccc2F)nnn1-c1nonc1N)c1ccccc1,1,7,0,-0.3,1,2,2,0,0,-17
CCC(=O)c1ccc(OCc2ccccc2)c(OC)c1,-4,5,-4,-0.4,5,-8,2,-1,-1,-4
COc1cccc(Nc2ccc(Nc3cccc(OC)c3)nn2)c1,-4,5,4,1.2,1,5,5,5,-3,-2
COc1ccc2oc(C(=O)N3CCN(S(=O)(=O)c4cccc([N+](=O)[O-])c4)CC3)c(C)c2c1,1,1,-4,-4.0,2,8,-1,3,3,-6
O=C(Nc1ccc(-c2nc3ccccc3s2)c(O)c1)C1=COCCO1,-1,0,1,-1.8,-3,12,-2,87*,7,-29
COc1ccccc1C(NC(=O)C1CCN(CCOc2ccccc2)CC1)c1ccccn1 (stereo not drawn),-4,6,-1,0.0,-11,-1,-2,-1,3,x
OC(Cc1ccccc1Br)c1ncc(-c2cccc(C(F)(F)F)c2)[nH]1 (stereo not drawn),2,-19,2,0.5,-2,0,2,1,0,x
Cc1ccc(S(=O)(=O)Oc2ccc(/C=C(/NC(=O)c3ccccc3)C(=O)NC(C)C(=O)O)cc2)cc1 (stereo not drawn),-5,8,-2,-0.8,5,34,0,-2,-4,1
CC1CCCCC12NC(=O)N(CC(=O)Nc1sc3c(c1C(N)=O)CCC3)C2=O (stereo not drawn),6,9,-2,-1.8,0,8,-2,-4,5,2
COc1ccc(CCC(C)N2CCOCC2)cc1 (stereo not drawn),8,4,1,-2.0,-1,-2,1,2,2,6
O=C(c1c[nH]c(C(=O)C(Cl)(Cl)Cl)c1)c1ccc(F)cc1F,-4,3,-4,-0.6,0,2,-2,-4,-3,-2
O=C(COc1ccc(F)cc1)N1CCCc2ccccc21,-2,-4,4,2.1,-2,-2,-2,1,3,-4
CCSc1nnc(NC(=O)Cc2ccccc2OC)s1,-3,4,-5,0.7,-1,-5,0,15,0,-3
CCN1CCC(NC(=O)Nc2cccc(C(F)(F)F)c2)CC1,5,-6,2,-2.5,-4,-1,2,4,2,0
CC(=O)N/N=C(\C)c1cccc(NC(=O)c2cccs2)c1,-2,-3,-5,-1.2,-3,1,-2,6,1,-5
Cc1noc(C)c1COc1ccccc1C(=O)N(C)CC(=O)Nc1cccc(F)c1,5,8,-3,1.4,-1,-4,-2,-1,0,-1
Cc1ccc2cc(CCNS(=O)(=O)c3ccc(F)cc3)c(=O)[nH]c2c1,12,5,6,1.4,-2,0,-2,-3,-2,-1

# Of the compounds above, these contain an NH in an aromatic ring:
SMILES,TCR CD3 inh,ABHD4 inh,MBD2 inh,PG9 binder,PRMT1 FP inh,rCAG RNA binder,UHRF1 binding,NR1D1 modulator,LEDGF integ inh,HTRA1 inhibitor
O=C(NCCOc1ccccc1Cl)c1ncn[nH]1,5,-2,-1,-0.8,-1,-1,0,-5,0,1
CCCCN(C(=O)C1CCC1)c1c(N)n(CC(C)C)c(=O)[nH]c1=O,-1,6,1,-1.1,-4,0,0,-1,3,3
CC1(C(=O)Nc2ccc3nc[nH]c3c2)CCN1C(=O)CCc1ccccc1 (stereo not drawn),7,1,3,0.1,0,2,-1,-7,-2,x
OC(Cc1ccccc1Br)c1ncc(-c2cccc(C(F)(F)F)c2)[nH]1 (stereo not drawn),2,-19,2,0.5,-2,0,2,1,0,x
O=C(c1c[nH]c(C(=O)C(Cl)(Cl)Cl)c1)c1ccc(F)cc1F,-4,3,-4,-0.6,0,2,-2,-4,-3,-2
Cc1ccc2cc(CCNS(=O)(=O)c3ccc(F)cc3)c(=O)[nH]c2c1,12,5,6,1.4,-2,0,-2,-3,-2,-1

# Additional structures.
SMILES,TCR CD3 inh,ABHD4 inh,MBD2 inh,PG9 binder,PRMT1 FP inh,rCAG RNA binder,UHRF1 binding,NR1D1 modulator,LEDGF integ inh,HTRA1 inhibitor
COc1cc(/C=C(\NC(C)=O)C(=O)NC(C)(C)C)ccc1OC(C)=O,6,0,-1,-1.4,0,2,8,10,2,1
O=C(COc1ccc(C(F)(F)F)cc1[N+](=O)[O-])Nc1cccc(C(F)(F)F)c1,-1,-1,-1,-1.7,2,-1,3,-2,-2,8
CCSc1nnc(NS(=O)(=O)c2ccc(C)cc2)s1,5,1,0,0.3,-3,9,-2,-4,-1,3
COc1cc(/C=C/C(=O)O)cc(S(=O)(=O)NNC(=O)c2ccc3c(c2)OCO3)c1OC,-5,0,2,0.4,4,2,1,-3,-5,3
Cc1ccc(S(=O)(=O)N2CCN(C(=O)COC(=O)CSc3cc(C)ccc3C)CC2)c(C)c1,4,-2,0,1.4,2,6,1,1,1,-14
Cc1cc(CN(Nc2ccccc2)c2ccccc2)cc(C)n1,6,-2,4,-1.6,0,0,2,1,3,-8
COC(=O)N/N=C/c1cc(C)n(-c2cccc3ccccc23)c1C,0,1,2,0.5,-4,-2,-1,2,0,-4
CCn1ccc(-c2ccccc2)c(C#N)c1=O,2,1,-7,-1.2,1,1,-1,x,0,0
CC(C1CCN(Cc2nc(C3CC3)no2)CC1)N1CCOCC1 (stereo not drawn),2,0,-1,-0.6,-3,-4,1,-1,4,0

# The list is partial; the hit share may differ from the screen's.
